# Compound activity as filed in PubChem.
# GPR35 arrestin U2OS: GPR35 antagonists blocking zaprinast-driven arrestin recruitment, primary screen, imaging, U2OS, beta-arrestin-GFP, zaprinast agonist (AID 2058). G-protein coupled receptor 35 (Homo sapiens). U2OS GPR35 beta-arrestin-GFP translocation imaging, zaprinast antagonism; higher % means a stronger effect. inhibition, % at 10 µM; hits with a dose series show IC50 in µM. hit rate 0.052% among 290,000;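 active means inhibition of at least 50% with at least 30 cells and total cytoplasm GFP at most 10,000,000; inconclusive means under 30 cells or total GFP of 10,000,000 plus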
# Dengue-2 NS5 capping: Dengue-2 NS5 methyltransferase inhibitors, primary screen, biochemical, confirmation dose response (AID 588689); hit rate 0.3% among 340,000; Dengue-2 NS5 methyltransferase capping enzyme assay, biochemical; higher % means a stronger effect; inhibition, % at 25 µM; hits with a dose series show IC50 in µM; Genome polyprotein (Dengue virus type 2 (strain 16681-PDK53)); in the data active means a potency from the dose series; inconclusive means inhibition above about 29% without an active follow-up result
# LYP inhibition: inhibitors of LYP phosphatase, biochemical, fluorescence intensity, uHTS (AID 1779) | Tyrosine-protein phosphatase non-receptor type 22 (Homo sapiens) | recombinant LYP phosphatase, fluorescence intensity; higher % means a stronger effect | inhibition, % at 11.5 µM; hits with a dose series show IC50 in µM | hit rate 0.054% among 290,000; in the data active means inhibition above about 50%;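 further: plate controls were vehicle with enzyme for no effect and no enzyme for full effect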
# K1F lysis inhibition: inhibition of K1F phage lysis, E. coli UTI89, bacterial capsule biogenesis inhibitors, alamar blue (AID 488966); E. coli UTI89 K1F phage lysis, alamar blue, 2 h; higher % means a stronger effect; one-dose inhibition, % at 100 µM; IC50 in µM for titrated hits; hit rate 0.02% among 340,000;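 active means phage lysis inhibition, versus mean bacterial control, above a set limit; inconclusive means no clear call, values can overlap the other calls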;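 further: capsule biogenesis inhibitors block K1F phage lysis so surviving cells raise fluorescence; higher fluorescence means more inhibition of phage lysis; actives were called in the ten point dose series up to 300 µM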
# AID2073: inhibitors of Mint1-CaV2.2 protein interaction, biochemical, HTRF (AID 2073); hit rate 0.19% among 290,000; Voltage-dependent N-type calcium channel subunit alpha-1B (Homo sapiens); inhibition, % at 20 µM; hits with a dose series show IC50 in µM; HTRF protein-protein interaction, Mint1-CaV2.2; higher % means a stronger effect; in the data active means inhibition mostly above about 51%, no sharp cut-off; inconclusive means no clear call, values can overlap the other calls; inactive means mostly below about 53%; further: some results filed as inactive read as strong as hits
# WT yeast gro inh: growth inhibition of WT strain, primary screen, mitochondrial fusion inhibitor project, WT and mutant strains, chemical genetic; hit rate 2.1% among 190,000; inhibition, % at 10 µM; mitochondrial fusion phenotypic screen; in the data active means inhibition above about 58%; tested in S. cerevisiae
# RSV CPE inhibition: RSV antiviral activity via CPE protection, HEp-2 cells, primary 10 µM value included (AID 2391) | hit rate 0.13% among 310,000 | CPE inhibition, % at 10 µM; hits with a dose series show IC50 in µM | HEp-2 cells, RSV-induced CPE inhibition; higher % means a stronger effect; in the data active means a potency from the dose series; inconclusive means CPE inhibition mostly from about 23% at the one dose, without a potency; inactive means the rest, 99 in 100 with CPE inhibition below about 21%; further: strong numbers were not always called active
# NTR1 agonist: agonists of NTR1, primary screen, imaging, U2OS cells, beta-arrestin-GFP, high content (AID 493036); Neurotensin receptor type 1 (Homo sapiens), P30989; NTR1-U2OS beta-arrestin-GFP spot imaging, agonist mode; activation, % at 20 µM; hit rate 0.17% among 330,000;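 active means activation at or above 40% of the spot to cytoplasm intensity ratio, with at least 20 cells analyzed; inconclusive means wells under 20 cells, flagged as cytotoxic or low count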;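 further: 0% = DMSO without peptide and 100% = 100 nM NTR1 peptide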
# Target sequence (P30989 whole entry, looked up): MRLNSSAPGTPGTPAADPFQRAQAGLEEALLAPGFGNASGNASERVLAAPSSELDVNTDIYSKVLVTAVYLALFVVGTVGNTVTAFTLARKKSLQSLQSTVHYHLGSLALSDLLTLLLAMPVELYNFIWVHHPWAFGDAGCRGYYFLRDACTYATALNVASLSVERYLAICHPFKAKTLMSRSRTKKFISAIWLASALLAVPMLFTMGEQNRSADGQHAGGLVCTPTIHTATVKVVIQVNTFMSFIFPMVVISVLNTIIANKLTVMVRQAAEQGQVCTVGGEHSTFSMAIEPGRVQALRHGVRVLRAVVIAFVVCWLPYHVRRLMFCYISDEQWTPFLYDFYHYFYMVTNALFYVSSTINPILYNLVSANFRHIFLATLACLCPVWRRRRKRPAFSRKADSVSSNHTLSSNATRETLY
# Autophagy mod: autophagy modulators in MEF cells, primary screen, imaging, high-content, MEF GFP-LC3. MEF GFP-LC3 puncta imaging; test concentration mostly 10 µM. hit rate 0.98% among 190,000. calls only at 10 µM (by protocol);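 active means percentage of spot-positive cells more than 3 SD above its plate mean, without a fluorescence outlier flag or 80% toxicity; inconclusive means no clear call, values can overlap the other calls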;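 further: spot-positive cell cutoff set from DMSO-treated cells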
# WT yeast gro inh mutant strain: recorded beside WT yeast gro inh, whose call it bears; inhibition, %; mitochondrial fusion phenotypic screen, mutant strain inhibition
# Autophagy mod cell loss 18 h: second read-out of Autophagy mod, no call of its own (marks repeat the call); toxicity, %; measured here: cell loss, nuclei count;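 cell loss after 18 h compound exposure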
# NTR1 agonist cell count 20 µM: also measured in NTR1 agonist; calls as there; cell count; measured here: cell count, cytotoxicity flag
# Active calls of the source: *; i = inactive; ? = inconclusive; nt = not tested or not shown; [ ] = remark or other dose.
canonical_smiles	GPR35 arrestin U2OS	Dengue-2 NS5 capping	LYP inhibition	K1F lysis inhibition	AID2073	WT yeast gro inh	WT yeast gro inh mutant strain	RSV CPE inhibition	NTR1 agonist	NTR1 agonist cell count 20 µM	Autophagy mod	Autophagy mod cell loss 18 h
CS(=O)(=O)N1CCCC(C(=O)c2cccc(Cl)c2)C1 (stereo not given)	-11%	4%	-9%	-0.3%	-10%	-12	7	2.2%	3.0	41	i	3
O=C(N/N=C\c1cccnc1)c1cc(-c2ccccc2)nc2c(Cl)cccc12	2%	-10%	0%	0.0%	9%	nt	nt	16%	7.1	32	nt	nt
Cc1cccc(NS(=O)(=O)c2ccc(C(=O)NCC(c3ccco3)N(C)C)cc2)c1C (stereo not given)	-4%	-12%	-7%	0.3%	18%	nt	nt	2.7%	0.1	73	nt	nt
CCOc1ccccc1N1CC(C(=O)Nc2ccccc2N2CCCC2)CC1=O (stereo not given)	nt	-5%	nt	0.9%[50 µM]	nt	nt	nt	0.4%	3.6	58	nt	nt
CC(C)(C)c1ccc(-c2noc(CNC(=O)c3ccco3)n2)cc1	-12%	1%	-2%	0.3%	6%	nt	nt	7.8%	-0.2	42	nt	nt
O=S(=O)(NCC1CCCO1)c1ccc(Br)cc1 (stereo not given)	11%	-1%	-10%	0.3%	-7%	nt	nt	1.5%	3.7	57	nt	nt
CCCCNC(=O)Cc1cc(=O)[nH]c(=O)[nH]1	-5%	-3%	-6%	1.5%	0%	-7	1	-0.3%	-1.0	67	i	9
COC(=O)C1=C(C)N=C2SC(C)C(=O)N2C1c1cccc(F)c1 (stereo not given)	8%	5%	-7%	-0.2%	7%	2	-10	0.9%	-4.3	2	i	-8
CCC(CC)n1[nH]c(=O)c2c(C)cc(C)nc21	-6%	-13%	-5%	-3.7%	27%	-9	2	2.1%	7.0	55	i	-5
CCc1nn(CCCC(=O)N2CCC(C)CC2)c(=O)c2cc3occc3n12	10%	-8%	-3%	0.0%	4%	nt	nt	2.3%	1.4	56	nt	nt
O=C(CNS(=O)(=O)c1cccs1)N1CCN(c2ccccn2)CC1	11%	-3%	-4%	0.6%	-3%	54	1	0.1%	0.9	69	i	10
CCOc1ccc(C(C)=O)cc1CN1c2ccc(S(N)(=O)=O)cc2CC1C (stereo not given)	4%	-6%	-4%	-0.3%	13%	nt	nt	2.7%	0.2	47	nt	nt
COc1cccc(CN2CCN(Cc3cccc(Oc4ccccc4)c3)CC2)c1OC	11%	1%	-6%	0.3%	-4%	nt	nt	-0.5%	3.4	94	nt	nt
COc1ccc(-c2csc(NC(=O)c3cc(=O)c4ccccc4o3)n2)cc1OC	0%	2%	4%	-0.3%	13%	-13	1	4.1%	2.5	40	i	8
CS(=O)(=O)N1CCN(c2ccc([N+](=O)[O-])c3cccnc23)CC1	4%	1%	-4%	-0.1%	8%	nt	nt	1.1%	1.8	54	nt	nt
COc1ccc(N2C(=O)c3ccc(C(=O)OC(C)C)cc3C2=O)cc1	13%	5%	-9%	0.5%	-4%	10	-10	1.4%	-1.7	91	i	-5
Cc1ccc(NC(=O)COC(=O)C(CC(C)C)N2C(=O)C3CC=CCC3C2=O)c(C)c1 (stereo not given)	-4%	2%	-2%	1.1%	1%	1	-9	1.2%	0.8	103	i	10
O=C(NC1(N2CCOCC2)CC1)c1ccc(Cl)cc1	3%	-4%	-5%	0.4%	9%	nt	nt	0.5%	3.0	98	nt	nt
CCc1ccccc1NC(=O)CSc1nc2c(c(-c3ccco3)c1C#N)CCCC2	-7%	-9%	-5%	2.1%	20%	-4	5	0.7%	-2.2	54	i	3
O=C(O)c1ccc(-c2noc(-c3cccc(F)c3)n2)cc1	nt	-5%	nt	-0.2%	nt	nt	nt	1.0%	-1.0	73	nt	nt
CCOc1cc(C(=O)OCC(=O)NCc2ccco2)cc(OCC)c1OCC	-11%	11%	-10%	-0.2%	11%	4	-2	2.1%	1.9	41	i	-1
COc1cccc(CNC(=O)C(=O)NCC2CCCN2S(=O)(=O)c2cc(C)ccc2C)c1 (stereo not given)	nt	-8%	nt	0.7%[50 µM]	nt	nt	nt	0.9%	1.3	94	nt	nt
Cc1cc2n(n1)C(c1ccc(O)cc1)Nc1ccccc1-2 (stereo not given)	-23%	-8%	0%	0.1%	-3%	36	7	3.2%	1.7	76	i	-5
Cc1ccc(C)c(S(=O)(=O)N2CCN(C(=O)c3n[nH]c(=O)c4ccccc34)CC2)c1	nt	-11%	nt	0.6%[50 µM]	nt	nt	nt	2.4%	0.1	55	nt	nt
O=c1ccc2cc(S(=O)(=O)N3CCN(c4ccc(Cl)cc4)CC3)ccc2o1	3%	3%	-2%	0.1%	24%	nt	nt	0.3%	3.3	59	nt	nt

# Rewritten with values under each structure: part of the list above
# Values in the order: GPR35 arrestin U2OS	Dengue-2 NS5 capping	LYP inhibition	K1F lysis inhibition	AID2073	WT yeast gro inh	WT yeast gro inh mutant strain	RSV CPE inhibition	NTR1 agonist	NTR1 agonist cell count 20 µM	Autophagy mod	Autophagy mod cell loss 18 h
- COc1ccc(-c2csc(NC(=O)c3cc(=O)c4ccccc4o3)n2)cc1OC
→ 0%	2%	4%	-0.3%	13%	-13	1	4.1%	2.5	40	i	8
- CS(=O)(=O)N1CCN(c2ccc([N+](=O)[O-])c3cccnc23)CC1
→ 4%	1%	-4%	-0.1%	8%	nt	nt	1.1%	1.8	54	nt	nt

# An excerpt from above in order of their number in RSV CPE inhibition, low to high:
SMILES	RSV CPE inhibition
O=C(CNS(=O)(=O)c1cccs1)N1CCN(c2ccccn2)CC1	0.1%
O=C(NC1(N2CCOCC2)CC1)c1ccc(Cl)cc1	0.5%
Cc1cccc(NS(=O)(=O)c2ccc(C(=O)NCC(c3ccco3)N(C)C)cc2)c1C (stereo not given)	2.7%

# The list goes on:
canonical_smiles	GPR35 arrestin U2OS	Dengue-2 NS5 capping	LYP inhibition	K1F lysis inhibition	AID2073	WT yeast gro inh	WT yeast gro inh mutant strain	RSV CPE inhibition	NTR1 agonist	NTR1 agonist cell count 20 µM	Autophagy mod	Autophagy mod cell loss 18 h
NS(=O)(=O)c1ccc(NC(=O)COC(=O)c2c3c(nc4ccccc24)/C(=C\c2ccc4c(c2)OCO4)CCC3)cc1	-9%	2%	-6%	-0.4%[50 µM]	?	18	-4	-2.0%	nt	nt	i	8
CCSc1nc(=S)n(CC)c(C)c1C(C)=O	-1%	-3%	-4%	7.0%	4%	-2	7	-0.6%	-0.3	57	i	1
CCOC(=O)C1=C(c2ccccc2)NC(=O)NC1c1cc(Br)c(O)c(OC)c1 (stereo not given)	-11%	-11%	2%	-0.5%	24%	-17	7	-0.4%	0.1	47	i	0
COc1ccccc1C(=O)CSc1nnc(-c2ccco2)o1	15%	-2%	0%	0.4%	4%	12	17	3.3%	1.2	36	i	29
COC(=O)c1ccccc1S(=O)(=O)NCc1nc2nc(C)cc(C)n2n1	9%	-5%	-10%	7.1%	11%	nt	nt	2.1%	0.4	53	nt	nt
Brc1cccc(OCCSc2ncccn2)c1	-16%	nt	-5%	nt	0%	15	-3	?	1.2	49	i	5
CCNS(=O)(=O)c1ccc(CCC(=O)NC2CCCC2)cc1	10%	-2%	-9%	-0.7%	-5%	11	13	1.0%	-1.7	41	i	18
COc1ccc(Cl)cc1NC(=O)CN1CCC(n2nnc3ccccc32)CC1	-19%	-4%	-2%	1.7%	-2%	-3	-1	5.0%	4.9	77	i	-3
COc1cc(OC)cc(C(=O)NNC(=O)C2CCCC2)c1	-11%	-12%	-5%	0.1%	11%	nt	nt	0.1%	1.2	65	nt	nt
C[C@@]12C(=O)N(Cc3ccc(-c4ccccc4)cc3)CC(=O)N1[C@H](/C=C/c1ccccc1)[C@@H]1C(=O)N(c3ccccc3)C(=O)[C@@H]12	1%	-6%	-6%	-0.4%	1%	nt	nt	2.1%	19	57	nt	nt
C=CCn1c(SC(C)C(=O)NC2CC2)nnc1-c1ccoc1C (stereo not given)	nt	4%	nt	1.1%[50 µM]	nt	nt	nt	-0.9%	-0.4	64	nt	nt
COC(=O)c1ccc(COc2ccc(C(=O)c3ccccc3)cc2)o1	2%	2%	1%	-0.2%	-2%	nt	nt	5.8%	-0.2	59	nt	nt
OC(COc1ccc2cc(Br)ccc2c1)Cn1ccnc1 (stereo not given)	-15%	-5%	-12%	1.8%	7%	nt	nt	6.0%	0.1	91	nt	nt
Cc1cc(C)n(CC(=O)n2c3c(c4ccccc42)CCCC3)n1	-8%	-9%	-1%	4.5%	2%	7	3	1.1%	5.3	46	i	2
CCOCc1cc(CN2CCCC(CNC(=O)c3ccco3)C2)ccc1OC (stereo not given)	4%	-2%	-15%	0.2%	-1%	nt	nt	1.6%	-1.0	61	nt	nt
O=C(Oc1ccc(C(=S)N2CCOCC2)cc1)c1ccc(F)cc1	-3%	-12%	2%	1.0%	-30%	nt	nt	1.6%	0.1	82	nt	nt
CCCCN(C(=O)c1ccc(S(=O)(=O)N2CCC(C)CC2)cc1)C1CCS(=O)(=O)C1 (stereo not given)	nt	1%	nt	0.7%[50 µM]	nt	nt	nt	-0.7%	0.9	52	nt	nt
CC1CCN(C(CNS(=O)(=O)c2ccccc2)c2ccccc2)CC1 (stereo not given)	nt	-4%	nt	-0.1%[50 µM]	nt	nt	nt	-0.5%	-1.4	60	nt	nt
CCc1cc2c(SCC(=O)NC3CCS(=O)(=O)C3)ncnc2s1 (stereo not given)	-3%	2%	0%	0.2%	2%	3	-2	0.3%	1.0	50	i	28
Cc1ccc([N+](=O)[O-])cc1NC(=O)C1CCN(S(C)(=O)=O)CC1	4%	-8%	-1%	2.6%	-6%	3	-18	0.0%	-2.2	48	i	-8
Cc1nc2c(-c3ccc(F)cc3)c(C)nn2c(C)c1CCC(=O)Nc1ccc(F)cc1F	-9%	0%	-8%	0.3%[50 µM]	6%	nt	nt	7.4%	19	73	nt	nt
CCOC(=O)c1sc(NC(=O)C(C)(C)C)cc1C	21%	-1%	-3%	-0.2%	-4%	3	8	8.1%	1.8	45	i	8
O=C(Nc1cc(Cl)ccc1-n1cncn1)c1ccc([N+](=O)[O-])s1	3%	2%	-7%	-0.1%	-1%	nt	nt	-0.1%	-0.5	54	nt	nt
CCCCCC(=O)Nc1ncc2c(n1)CC(c1cccs1)CC2=O (stereo not given)	14%	nt	-3%	nt	8%	nt	nt	1.6%	-0.5	58	nt	nt

# Compounds were not picked by outcome, and some 2.6% of all compounds hit somewhere here.
